ABCB1 block – ABCB1 efflux pump inhibitors, primary screen, cell-based, multiplex, flow cytometry, ABCG2 counter-screen; 190,000 tested, 0.067% active; ATP-dependent translocase ABCB1 (Homo sapiens), P08183; AID 1326, 2008; CCRF-Adr cells, JC-1 efflux; inhibition, % at 6.6 µM; in the data active = inhibition above about 40%;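 note: 0% = vehicle and 100% = reference inhibitor; higher value means more JC-1 retained so stronger ABCB1 efflux block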
Target sequence (P08183 whole entry, looked up): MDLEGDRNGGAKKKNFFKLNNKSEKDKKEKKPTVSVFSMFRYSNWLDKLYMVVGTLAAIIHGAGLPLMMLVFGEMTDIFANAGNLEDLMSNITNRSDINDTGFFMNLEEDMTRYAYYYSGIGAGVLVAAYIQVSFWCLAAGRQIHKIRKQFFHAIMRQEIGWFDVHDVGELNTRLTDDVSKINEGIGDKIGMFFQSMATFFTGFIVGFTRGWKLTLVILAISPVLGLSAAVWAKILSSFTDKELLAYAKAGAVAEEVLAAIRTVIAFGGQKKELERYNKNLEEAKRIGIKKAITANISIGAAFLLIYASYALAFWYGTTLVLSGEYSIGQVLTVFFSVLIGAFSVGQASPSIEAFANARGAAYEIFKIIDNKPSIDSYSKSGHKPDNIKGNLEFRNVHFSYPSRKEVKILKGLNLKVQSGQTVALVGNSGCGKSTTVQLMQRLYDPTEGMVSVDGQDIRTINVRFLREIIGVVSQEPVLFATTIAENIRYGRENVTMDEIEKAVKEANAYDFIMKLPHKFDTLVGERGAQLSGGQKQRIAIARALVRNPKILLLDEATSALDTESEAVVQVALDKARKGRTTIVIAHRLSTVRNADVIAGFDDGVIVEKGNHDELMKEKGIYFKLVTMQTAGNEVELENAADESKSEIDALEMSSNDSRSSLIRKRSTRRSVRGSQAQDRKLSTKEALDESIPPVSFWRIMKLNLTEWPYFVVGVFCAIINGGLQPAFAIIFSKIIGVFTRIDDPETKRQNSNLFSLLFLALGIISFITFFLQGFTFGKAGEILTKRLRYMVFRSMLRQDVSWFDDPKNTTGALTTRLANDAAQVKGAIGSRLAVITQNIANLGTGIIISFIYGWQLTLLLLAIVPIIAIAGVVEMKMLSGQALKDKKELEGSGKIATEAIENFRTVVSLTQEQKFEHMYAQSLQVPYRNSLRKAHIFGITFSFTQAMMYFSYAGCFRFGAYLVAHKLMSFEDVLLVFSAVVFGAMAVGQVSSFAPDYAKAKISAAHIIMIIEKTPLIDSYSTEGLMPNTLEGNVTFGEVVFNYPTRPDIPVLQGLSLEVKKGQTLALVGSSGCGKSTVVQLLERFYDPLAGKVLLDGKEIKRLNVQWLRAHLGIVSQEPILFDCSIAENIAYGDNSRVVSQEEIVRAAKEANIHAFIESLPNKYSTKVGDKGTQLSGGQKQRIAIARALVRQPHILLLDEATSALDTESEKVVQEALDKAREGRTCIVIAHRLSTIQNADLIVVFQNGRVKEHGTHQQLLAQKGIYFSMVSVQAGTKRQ
Mcl1-Bid inh – Mcl-1/Bid binding inhibitors, primary screen, biochemical, TR-FRET, 1536-well. AID 1021, 2008. inhibition, % at 21.7 µM. 220,000 tested, 0.97% active. TR-FRET Mcl-1/Bid-Dy647 peptide binding;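 active = compounds that cut the binding signal by more than half at the single screening dose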;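 note: His-tagged Mcl-1 with europium anti-His antibody binding Bid BH3 peptide; 0% = Mcl-1 plus peptide wells and 100% = peptide-only wells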
RGS8-Gao – RGS8-Galphao binding modulators, primary screen, biochemical, multiplexed bead flow cytometry. 220,000 tested, 0.34% active. AID 1423, 2008. actives lie on both sides. response (percent of control binding), % at 10 µM; in the data active = response below about 60% or above about 140%; inactive = in between;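 note: Galphao activated as the GDP aluminium fluoride complex binding bead-coupled RGS8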
ABCG2 block – ABCG2 efflux pump inhibitors, primary screen, multiplex with ABCB1, IgMXP3 cells, flow cytometry | JC-1 efflux | inhibition, % at 6.6 µM | 190,000 tested, 0.1% active | AID 1325, 2008;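 active = inhibition above 80%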;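 note: 0% = DMSO and 100% = nicardipine control wells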
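Test system: IgMXP3 (ABCG2) plus far-red-tagged CCRF-Adr (ABCB1) cells / Amount: 3 million cells/mL in well / Reagent: JC-1 transporter substrate / Timing: 10 min compound exposure, 25 °C / Signal: flow cytometry, 530 nm JC-1 signal / Read-out: percent efflux inhibition, scaled nicardipine 100% to DMSO 0% / Benchmarks: nicardipine as high control, DMSO as low control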
Avidin fluor – green autofluorescence of compounds with avidin beads – biophysical, 488/530 nm, flow cytometry, artefact control, profiling panel | compound fluorescence 488/530 nm; stronger effect = higher value | fluorescence (KMESF) at 10 µM | 220,000 tested, 0.38% active | AID 1775, 2009; in the data active = fluorescence above about 47; note: inactives centre near 10
RGS4-Gao reg – modulators of RGS4 binding to Galphao, primary screen, biochemical, multiplexed bead flow cytometry. AID 1415, 2008. binding response (% of control), % at 10 µM. 220,000 tested, 0.33% active. Guanine nucleotide-binding protein G(o) subunit alpha (Homo sapiens), P09471. actives lie on both sides; in the data active = binding response below about 49% or above about 150%; inactive = in between;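 note: fluorescent Galphao activated with aluminum fluoride binding bead-coupled RGS4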
Pf gametocyte – late stage P. falciparum gametocyte viability inhibitors, primary screen, ATP luminescence, HTS; 150,000 tested, 0.065% active; P. falciparum stage V gametocytes, 24 h; AID 743093, 2013; inhibition, % at 10.9 µM;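 active = inhibition above the mean plus 3 SD of compounds within the control limits, set per campaign, cut at about 38% in these data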;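 note: 0% = DMSO wells and 100% = medium only without gametocytes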
RGS7-Gao – RGS7-Galphao binding modulators, primary screen, biochemical, multiplexed bead flow cytometry; Guanine nucleotide-binding protein G(o) subunit alpha (Homo sapiens), P09471; actives lie on both sides; binding response (% of control), % at 10 µM; 220,000 tested, 0.35% active; in the data active = binding response below about 49% or above about 150%; inconclusive = no clear call, values can overlap the other calls; inactive = in between;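 note: fluorescent Galphao held in activated GDP-AlF4 state binding bead-coupled RGS7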
Mcl-1 Bim block – inhibitors of Bim peptide binding to Mcl-1, primary screen, biochemical, bead-based flow cytometry, multiplex | Induced myeloid leukemia cell differentiation protein Mcl-1 (Homo sapiens), Q07820 | Bim peptide-Mcl-1 binding | inhibition, % at 10 µM | 190,000 tested, 0.1% active | AID 1009, 2008; in the data active = inhibition above about 40%;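 note: 0% = no compound tracer wells and 100% = peptide blocker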
GSH bead fluor – compound fluorescence on glutathione beads, profiling panel, artefact control, biophysical, 488/530 nm, flow cytometry | GSH beads flow cytometry, compound fluorescence 488/530 nm; stronger effect = higher value | fluorescence (KMESF) at 10 µM | 190,000 tested, 0.25% active; in the data active = fluorescence above about 89;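 note: glutathione beads carrying GST-tagged Bcl family fusion proteins plus one bare bead set; values are compound well signal with DMSO vehicle wells as background; inactives centre near 16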
Mcl1-Noxa inh – Mcl-1/Noxa binding inhibitors, primary screen, biochemical, TR-FRET, 1536-well; 220,000 tested, 1.5% active; TR-FRET Mcl-1/Noxa peptide binding, 2 h; AID 1022, 2008; Induced myeloid leukemia cell differentiation protein Mcl-1 (Homo sapiens), Q07820; inhibition, % at 21.7 µM;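 active = compounds that cut the protein-peptide binding signal by more than 50% relative to plate controls in a single-dose test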;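 note: His-tagged Mcl-1 with rhodamine Noxa BH3 peptide and terbium anti-His antibody; 0% = Mcl-1 plus Noxa peptide wells and 100% = peptide-only wells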
* hit, by the source's call; ? = inconclusive; · = no result given.

SMILES | ABCB1 block | Mcl1-Bid inh | RGS8-Gao | ABCG2 block | Avidin fluor | RGS4-Gao reg | Pf gametocyte | RGS7-Gao | Mcl-1 Bim block | GSH bead fluor | Mcl1-Noxa inh
O=C(CNC(=S)NC(=O)c1cccc([N+](=O)[O-])c1)c1ccccc1 | 0.6 | -14 | 86 | 28 | 1 | 96 | -4 | 100 | -2 | 7 | 1
CN(C)NC(=O)c1ccc([N+](=O)[O-])s1 | · | 0 | 96 | · | 3 | 97 | 6 | ? | · | · | 5
CC(=O)Nc1ccc(OCc2nnc(-c3ccc(Cl)cc3)o2)cc1 | 0.7 | 3 | 97 | 4 | 11 | 97 | -5 | 93 | 0 | 14 | 11
COc1ccc(-c2cccc(C(=O)Nc3cccc(C(=O)O)c3)c2)cc1 | 0.0 | -10 | 101 | 0 | 15 | 103 | 5 | 102 | -1 | 8 | 14
COc1ccc(/C(C)=N/NC(=O)Cn2nc([N+](=O)[O-])cc2C)cc1 | · | 2 | 99 | · | 3 | 97 | -6 | ? | · | · | -10
CCCCNC(=O)NS(=O)(=O)c1cnccc1Sc1ccc(Cl)cc1 | 0.7 | -22 | 104 | 2 | 29 | 104 | -22 | 104 | -2 | 9 | -1
CC(C)CCN1CC(C(=O)NCCC2=CCCCC2)CC1=O (stereo not given) | 0.0 | 18 | 104 | 0 | 6 | 101 | · | 99 | 3 | 14 | -14
Cc1cccc(-c2cc(=O)c(C(=O)O)cn2-c2ccc(F)cc2F)c1 | · | -43 | 99 | · | 8 | 89 | · | ? | · | · | -4
CCCOc1c(Cl)cc(C(=O)Nc2ccc3c(c2)OCO3)cc1OCC | 0.3 | -16 | 101 | 1 | 10 | 102 | -20 | 95 | -7 | 22 | 8
C/C(=C\c1ccccc1)C(=O)NCCCn1ccnc1 | -0.3 | -22 | 101 | -1 | 8 | 101 | · | ? | -2 | 18 | -10
COC(=O)CC1=C(C(=O)OC)C(c2cccc(OCC(N)=O)c2)C(C#N)=C(N)O1 (stereo not given) | 0.1 | -21 | 96 | 1 | 9 | 95 | · | 98 | -1 | 13 | -2
COC(=O)c1c(NC(C)=O)sc(C(=O)Nc2ccccc2C)c1C | 0.9 | -10 | 105 | 4 | 13 | 107 | -6 | 107 | -2 | 24 | 4
Cc1cc(NC(=O)c2c(Cl)cccc2Cl)no1 | 0.0 | -21 | 83 | 0 | 2 | 107 | -10 | 93 | -2 | 17 | -11
CCCCn1cc([N+](=O)[O-])nc1C | · | 7 | 100 | · | 9 | 102 | -10 | ? | · | · | 4
CCOc1nc(-c2ccccc2)ccc1-c1noc(COC)n1 | 1.2 | -2 | 98 | 76 | 34 | 100 | · | 100 | -3 | 17 | 16
O=C1CCCN1c1ccc(S(=O)(=O)Oc2ccc(Cl)cc2)cc1[N+](=O)[O-] | 1.1 | 3 | 98 | 5 | 17 | 99 | · | 102 | -3 | 30 | 8
NS(=O)(=O)c1ccc(NC(=O)Nc2cccc(Cl)c2)cc1 | -0.1 | -33 | 101 | 0 | 12 | 100 | 22 | 98 | 0 | 27 | 17
O=C(CSCc1ccc(Cl)cc1)N/N=C/c1ccco1 | -0.1 | -44 | 100 | 6 | 5 | 99 | -5 | 99 | 0 | 22 | 2
CCOC(=O)C1(Cc2ccc(Cl)cc2)CCN(C(=O)CCc2cnccn2)CC1 | 0.9 | -20 | 110 | 2 | 5 | 105 | · | 103 | -1 | 15 | 0
Cc1nc(CC(=O)NNS(=O)(=O)c2ccc(F)c(Cl)c2)cs1 | 1.1 | -57 | 102 | 7 | 6 | 102 | · | 100 | -2 | 9 | 20

An excerpt from above in order of the Avidin fluor value, rising.
smiles | Avidin fluor
COC(=O)CC1=C(C(=O)OC)C(c2cccc(OCC(N)=O)c2)C(C#N)=C(N)O1 (stereo not given) | 9
NS(=O)(=O)c1ccc(NC(=O)Nc2cccc(Cl)c2)cc1 | 12
O=C1CCCN1c1ccc(S(=O)(=O)Oc2ccc(Cl)cc2)cc1[N+](=O)[O-] | 17
CCOc1nc(-c2ccccc2)ccc1-c1noc(COC)n1 | 34

In another format: results already given.
structure,ABCB1 block,Mcl1-Bid inh,RGS8-Gao,ABCG2 block,Avidin fluor,RGS4-Gao reg,Pf gametocyte,RGS7-Gao,Mcl-1 Bim block,GSH bead fluor,Mcl1-Noxa inh
O=C1CCCN1c1ccc(S(=O)(=O)Oc2ccc(Cl)cc2)cc1[N+](=O)[O-],1.1,3,98,5,17,99,·,102,-3,30,8
NS(=O)(=O)c1ccc(NC(=O)Nc2cccc(Cl)c2)cc1,-0.1,-33,101,0,12,100,22,98,0,27,17

(list continues)
SMILES | ABCB1 block | Mcl1-Bid inh | RGS8-Gao | ABCG2 block | Avidin fluor | RGS4-Gao reg | Pf gametocyte | RGS7-Gao | Mcl-1 Bim block | GSH bead fluor | Mcl1-Noxa inh
Nc1c(Cl)cc(S(N)(=O)=O)cc1S(N)(=O)=O | · | -9 | 99 | · | 6 | 96 | · | ? | · | · | -5
CC1(C)CC(=O)C2=C(C1)Nc1cc3c(cc1C2c1ccc2c(c1)OCO2)OCO3 (stereo not given) | 1.3 | -29 | 101 | 3 | 7 | 101 | · | 99 | -2 | 24 | 12
CCn1c2ccccc2c2cc(C3C(C#N)=C(C)NC(C)=C3C#N)ccc21 | 0.7 | -22 | 104 | 2 | 20 | 102 | · | 105 | -2 | 24 | -15
COC(=O)c1sc(NC(=O)c2ccc(C)o2)nc1C | -1.1 | -5 | 88 | 20 | 7 | 90 | · | 93 | 0 | 21 | 17
Cc1ccc(NC(=O)C2CCC(=O)N2)cc1C (stereo not given) | 0.6 | -7 | 102 | 1 | 25 | 100 | · | 99 | -2 | 21 | -13
CC(C)Oc1ccccc1C1CC(=O)Nc2cc3c(cc21)OCO3 (stereo not given) | 0.4 | -5 | 99 | 2 | 35 | 97 | -35 | 95 | -1 | 13 | 16
O=C(Nc1cnccn1)c1ccncc1 | 0.4 | -21 | 100 | 1 | 8 | 99 | · | 100 | 4 | 47 | 7
CC(=O)OCC(=O)[C@@]12OC(C)(C)O[C@@H]1C[C@H]1[C@@H]3C[C@H](F)C4=CC(=O)C=C[C@]4(C)[C@@]3(F)[C@@H](O)C[C@@]12C | 1.4 | 9 | 109 | 4 | 7 | 106 | · | 102 | 0 | 22 | 5
CCOC(=O)C1CCCN(C2CCN(Cc3nc(-c4ccccc4)no3)CC2)C1 (stereo not given) | 0.3 | -50 | 101 | 3 | 7 | 95 | -4 | 94 | -2 | 17 | 8
C#CCn1ccc(O)c(Cc2c(F)cccc2Cl)c1=O | 2.0 | -27 | 99 | 16 | 10 | 98 | · | 95 | -1 | 15 | 19
Cc1cc(NC(=O)CSc2nnc(COc3ccccc3)n2Cc2ccco2)no1 | 0.2 | 1 | 98 | 1 | 5 | 91 | · | 93 | 3 | 14 | -13
Cc1ccc2nsnc2c1NS(=O)(=O)c1c(C)ccc2nsnc12 | 0.4 | -39 | 100 | 2 | · | 104 | 0 | 102 | 5 | 13 | 14
CCN(CC)C(=O)Cn1cnc2sc(C(=O)N3CCN(Cc4ccc5c(c4)OCO5)CC3)c(C)c2c1=O | -0.1 | -2 | 98 | -1 | 6 | 99 | 7 | 99 | -1 | 12 | 21
O=C(Cn1cc2c(n1)CCCCC2)Nc1ccccc1Cl | · | 2 | 102 | · | 7 | 100 | 7 | ? | · | · | 12
S=c1nccc(-c2ccc3c(c2)CCO3)[nH]1 | · | -105 | 98 | · | 7 | 100 | -26 | ? | · | · | 22
CC1(C)CC(=O)c2cnc(N3CCN(c4ccccc4)CC3)nc2C1 | 0.8 | -12 | 99 | 3 | 6 | 103 | 4 | 101 | 12 | 49 | 3
Cc1ccc(C(=O)NC(NCc2ccccc2)C(Cl)(Cl)Cl)cc1 (stereo not given) | 2.4 | -2 | 98 | 11 | 4 | 97 | -8 | 93 | -4 | 12 | 16
CC(Oc1ccc(Br)cc1Br)C(=O)NC1CCCC1 (stereo not given) | 0.1 | -3 | 107 | 0 | 7 | 100 | · | 102 | 0 | 11 | -10
CCC1CCCCN1Cc1ccc(OC)c(OC)c1 (stereo not given) | 0.0 | 0 | 102 | -1 | 16 | 104 | · | 103 | 0 | 28 | 14
Cc1cccc(OCCCC(=O)O)c1C | -1.0 | 6 | 99 | -1 | 15 | 99 | 6 | 99 | -2 | 33 | -1

A different layout for part of the listing above.
Cc1cccc(OCCCC(=O)O)c1C
  ABCB1 block: -1.0
  Mcl1-Bid inh: 6
  RGS8-Gao: 99
  ABCG2 block: -1
  Avidin fluor: 15
  RGS4-Gao reg: 99
  Pf gametocyte: 6
  RGS7-Gao: 99
  Mcl-1 Bim block: -2
  GSH bead fluor: 33
  Mcl1-Noxa inh: -1
CC(Oc1ccc(Br)cc1Br)C(=O)NC1CCCC1 (stereo not given)
  ABCB1 block: 0.1
  Mcl1-Bid inh: -3
  RGS8-Gao: 107
  ABCG2 block: 0
  Avidin fluor: 7
  RGS4-Gao reg: 100
  Pf gametocyte: ·
  RGS7-Gao: 102
  Mcl-1 Bim block: 0
  GSH bead fluor: 11
  Mcl1-Noxa inh: -10

Next entries.
SMILES | ABCB1 block | Mcl1-Bid inh | RGS8-Gao | ABCG2 block | Avidin fluor | RGS4-Gao reg | Pf gametocyte | RGS7-Gao | Mcl-1 Bim block | GSH bead fluor | Mcl1-Noxa inh
Cc1c(C(=O)OCC(=O)Nc2c(C)n(C)n(-c3ccccc3)c2=O)cccc1[N+](=O)[O-] | 0.9 | -28 | 99 | 13 | 11 | 99 | -13 | 98 | 2 | 23 | 2
CN1CC(=O)N(C)c2ncn(Cc3ccccc3)c2C1=O | 0.2 | 0 | 95 | 1 | 27 | 100 | -6 | 98 | 0 | 17 | 13
Cc1ccc(NC(=O)C(C)Sc2nnc(-c3cccnc3)o2)cc1 (stereo not given) | 0.1 | -22 | 102 | 0 | 10 | 101 | · | 103 | 0 | 6 | 2
Cc1c(NC(=O)COC(=O)C23CC4CC(CC(Br)(C4)C2)C3)c(=O)n(-c2ccccc2)n1C | 0.4 | -8 | 103 | 1 | 26 | 99 | -3 | 99 | -4 | 12 | -1
O=C(CNC1CCCCCC1)c1cccs1 | 0.2 | -7 | 100 | -1 | 8 | 100 | 10 | 100 | -3 | 10 | -2

No enrichment for hits; 3.3% or so of the library scored in one or more.
